TRPM1 prom inh: inhibitors of MITF-dependent TRPM1 promoter reporter, primary screen, cell-based, SK-MEL-5, single point, luciferase; SK-MEL-5 TRPM1 promoter luciferase, 24 h; inhibition, % at 12.5 µM; 0.83% of 330,000 active; AID 488899, 2010;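 active = mean inhibition across replicates of 60% or more, whatever share of single replicates reaches that level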; note: values of inactives mirror those of a sister screen read the other way
HIF-2a block: HIF-2a reporter inhibitors, primary screen, luminescence, 786-0 RCC cells | AID 624352, 2012 | 786-0 RCC cells HIF-2a reporter, luciferase luminescence, overnight | 0.72% of 360,000 active | inhibition, % at 18.8 µM;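 active = inhibition of the luminescence signal of 40% or more relative to plate controls, in a single-dose primary screen at 18.75 µM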
EBV LMP1 NFkB: EBV LMP1-driven NF-kappaB luciferase reporter inhibitors, primary screen, cell-based, luminescence, single point; LMP1-induced NF-kappaB luciferase reporter cells; inhibition, % at 12.5 µM; 0.69% of 350,000 active; AID 504558, 2011; in the data active = inhibition above about 41%;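 note: 0% = neutral control wells and 100% = reference inhibitor control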
Peg3 promoter: Peg3 promoter-driven luciferase inhibitors, primary screen, cell-based, HeLa, luciferase luminescence; HeLa PEG-Prom luciferase reporter, overnight; inhibition, % at 20 µM; 1.7% of 360,000 active;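 active = inhibition of at least 50% at 20 µM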
CF NFkB inh: inhibitors of PAF-induced NF-kB signaling, primary screen, cell-based, GFP fluorescence, uHTS. 0.86% of 360,000 active. inhibition, % at 5 µM. KKLEB NF-kB-GFP reporter, GFP fluorescence overnight. AID 588850, 2011;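 active = at least 50% inhibition at 5 µM, scaled per plate between neutral and stimulator controls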;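 note: PAF is a Pseudomonas aeruginosa culture filtrate used as stimulus; plate controls were PAF-stimulated DMSO wells for no effect and unstimulated DMSO wells for full effect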
iPSC survival up: enhancers of single-cell hiPSC survival, primary screen, ATPlite luminescence | 100% = ROCK inhibitor wells, 0% = DMSO | survival enhancement, % at 20 µM | 0.044% of 360,000 active; in the data active = survival enhancement above about 18%;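 note: cells exposed to compounds for 16 hours before the ATP read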
Shn3 inh set2: reduction of Shn3 3'UTR firefly luciferase signal, primary screen, Schnurri-3 inhibitor project, cell-based, Clone20 osteoblasts, set 2; inhibition, % at 12.5 µM; 0.52% of 360,000 active; Clone20 osteoblast Shn3 3'UTR firefly luciferase, 24 h; AID 588674, 2011;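 active = mean inhibition of at least 75% with every replicate also reaching 75%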;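 note: 0% = median of neutral control wells and 100% = pilot-screen positive control compound; some compounds past the cut are filed as inactive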
NR2E3 ag-1: inhibitors of NR2E3-RetCOR corepressor binding, primary screen, NR2E3 agonist project, biochemical, TR-FRET, GST-NR2E3, biotin-RetCOR | Photoreceptor-specific nuclear receptor (Homo sapiens), Q9Y5X4 | 1536-well | inhibition of corepressor binding, % at 4.78 µM | 0.12% of 320,000 active | AID 2300, 2010;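 active = percent inhibition above the cutoff of mean plus 3 SD of all tested compounds, set per screening campaign, cut at about 20% in these data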;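 note: 0% = DMSO wells and 100% = biotin wells as full block of FRET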
Target sequence (Q9Y5X4 whole entry, looked up): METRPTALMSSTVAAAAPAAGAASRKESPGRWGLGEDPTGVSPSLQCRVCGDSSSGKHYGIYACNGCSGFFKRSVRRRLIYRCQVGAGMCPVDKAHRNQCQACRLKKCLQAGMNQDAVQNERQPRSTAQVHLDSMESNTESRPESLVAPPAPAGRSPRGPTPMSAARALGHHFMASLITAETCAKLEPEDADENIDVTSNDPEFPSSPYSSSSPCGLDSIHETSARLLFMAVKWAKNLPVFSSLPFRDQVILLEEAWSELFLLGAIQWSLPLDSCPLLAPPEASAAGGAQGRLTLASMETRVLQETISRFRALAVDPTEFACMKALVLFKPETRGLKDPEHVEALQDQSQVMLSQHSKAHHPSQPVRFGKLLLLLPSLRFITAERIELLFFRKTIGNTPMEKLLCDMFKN
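system = GST-tagged NR2E3 plus biotinylated RetCOR corepressor | input = 1.35 nM GST-NR2E3 | also added = 7 nM biotin-RetCOR | schedule = 5 h incubation at 4 °C | measured by = TR-FRET with europium anti-GST and streptavidin-D2, 340 nm excitation | read-out = percent loss of FRET ratio relative to control wells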
TRAIL sens C8: viability loss with TRAIL in NB7+C8 cells, primary screen, TRAIL sensitizer project, cell-based, ATPlite luminescence | inhibition (viability loss, TRAIL sensitization), % at 10 µM | 1% of 360,000 active | AID 624354, 2012;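 active = compounds causing at least 50% loss of cell viability in the single-dose screen, relative to plate controls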
NR2E3 ag-2: NR2E3 agonists in two-hybrid cells, primary screen, cell-based, luminescence, CHO-S, Gal4-NCOR/VP16-NR2E3. Photoreceptor-specific nuclear receptor (Homo sapiens), Q9Y5X4. luciferase. inhibition of corepressor binding, % at 3.98 µM. 0.35% of 360,000 active. AID 602229, 2012;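 active = inhibition above the mean of all tested compounds plus 3 SD, cut at about 70% in these data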;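 note: 0% = DMSO with NR2E3 transfected cells and 100% = cells lacking NR2E3 construct; higher means lower luciferase signal from less NR2E3 corepressor binding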
KKLEB tox: cytotoxicity in KKLEB CF airway cells, primary screen, cytotoxicity control for CF NF-kB inhibitor project, cell-based, uHTS, fluorescence assay plates | KKLEB CF airway cells viability, ATPlite luminescence, overnight; stronger effect = lower value; cells stimulated with P. aeruginosa culture filtrate | activity change (cytotoxicity), % at 5 µM | 0.36% of 360,000 active | AID 602141, 2011;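 active = corrected activity change at or below -50% at 5 µM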
* marks the source's active call; other numbers are inactive results; x = not tested or not shown; & = joins results of further samples. Some of the compounds tested. The share of hits here may be higher or lower than overall.

SMILES | TRPM1 prom inh | HIF-2a block | EBV LMP1 NFkB | Peg3 promoter | CF NFkB inh | iPSC survival up | Shn3 inh set2 | NR2E3 ag-1 | TRAIL sens C8 | NR2E3 ag-2 | KKLEB tox
Cc1ccc(COC(=O)c2cccc(S(=O)(=O)N3CCCCCC3)c2)cc1 | -4 | 7 | -1 | 11 | 13 | -0.6 | 18 | 2 | -3 | -10 | 2
CCOC(=O)c1[nH]c(C)c(C(=O)OCC(=O)N2CCCCC2C)c1C (configuration not stated) | -5 | 14 | -5 | 24 | -10 | -3.0 | 1 | 4 | 20 | -5 | 1
CCSc1nnc(-c2sc3nnc(-c4ccccc4)c(-c4ccccc4)c3c2N)o1 | -2 | -8 | 2 | -6 | -3 | 1.2 | 26 | 7 | -14 | 11 | -9
Cc1cccn2cc(CCNS(=O)(=O)c3ccc4c(c3)OCCO4)nc12 | -1 | 2 | 0 | 11 | 21 | -0.8 | -12 | 2 | 1 | -18 | -35
COc1cccc(Nc2nnc(SCc3nc4ccccc4s3)s2)c1 | -5 | -231 | -33 | -234 | -29 | -1.6 | -84 | 0 | 2 | -119 | 14
O=C1C(=O)N(CCCO)C(c2ccccc2)/C1=C(\O)c1ccc(Br)cc1 (configuration not stated) | 1 | 22 | 23 | 10 | 25 | -0.2 | 2 | 3 | 2 | -7 | -8
CCOc1ccc2c(c1)C(c1cccs1)=NNC(c1cccnc1)=N2 | -6 | 15 | -37 | 15 | -10 | 8.6 | 20 | 0 | -6 | -19 | 6
C(=N\NC1=NCCN1)/c1ccncc1 | 14 | 13 | -7 | 3 | -6 | 0.4 | -26 | 0 | -12 | -22 | 6
CCCC(=O)Nc1ccccc1-c1nnn(CC(=O)Nc2ccc(OC)cc2)n1 | 17 | 12 | 4 | 10 | 1 | 1.3 | 9 | -1 | 19 | -33 | -7
CCCC(=O)N1CCN(c2ccc(NC(=O)C(C)(C)C)cc2Cl)CC1 | -1 | 25 | -4 | 19 | -1 | -0.6 | 11 | 7 | 9 | -16 | 5
Cc1c(C(=O)O)c(-c2ccccc2)nn1-c1ccccc1 | 6 | 13 | 0 | 8 | 2 | -0.6 | -20 | -2 | -10 | 5 | 14
COc1cc(CN2CCCC(CO)(Cc3cccc(Cl)c3)C2)cc(OC)c1O (configuration not stated) | -6 | 13 | -5 | 7 | 0 | 0.1 | -4 | 1 | 18 | -7 | 2
O=C(OCC(=O)N1CCc2ccccc21)c1ccccc1F | 1 | -25 | -5 | -224 | -26 | -0.5 | -1 | -3 | -10 | -11 | 3
COc1cc(/C=C2/SC(=S)N(c3c(C)n(C)n(-c4ccccc4)c3=O)C2=O)ccc1O | -11 | 3 | -45 | 9 | -22 | 2.1 | 10 | 1 | -3 | 22 | 11
O=C(CNC(=O)c1[nH]cnc1C(=O)N[C@@H](Cc1ccccc1)C(=O)OCc1ccccc1)OCc1ccccc1 | -2 | 1 | -1 | 8 | 2 | -1.4 | 2 | 2 | -10 | 9 | -25
O=C(Nc1c[nH]c2c(Cl)cccc2c1=O)N1CCN(c2ccccn2)CC1 | -20 | -114 | -8 | -54 | -7 | 0.0 | -2 | x | 11 | -33 | -2
O=C(N/N=C\c1ccc([N+](=O)[O-])s1)C1COc2ccccc2O1 (configuration not stated) | 54 | -27 | -13 | 2 | 14 | -0.3 | -18 | 2 | 31 | -36 | 4
CN1CCN(C(=O)c2cc3nc(-c4ccc(Cl)cc4)cc(C(F)(F)F)n3n2)CC1 | 3 | 12 | 13 | 9 | 12 | 0.2 | 31 | -3 | 0 | -12 | -6
O=[N+]([O-])c1cnc(Nc2ccccc2)nc1Nc1ccccc1 | 0 | -2 | -5 | 11 | 10 | -0.1 | 9 | -1 | 10 | 12 | 1
S=C(S)N1CCCC1 | -11 | 9 | 3 | 4 | 2 | -0.9 | 1 | 3 | 13 | -16 | 11
CC1CCN(C(=O)c2ccc(S(=O)(=O)Cc3cccc(F)c3)c([N+](=O)[O-])c2)CC1 | 47 | 22 | -2 | 33 | 37 | -1.8 | 19 | -4 | 4 | -14 | -19
CCN(CC)C(=O)[C@H]1CC(CC(=O)NCc2ccc(OC)c(OC)c2)C(=O)N2CCc3c([nH]c4ccccc34)[C@]12C (some centres not stated) | -13 | 14 | 3 | 8 | -13 | -1.6 | -6 | x | -9 | 9 | 7
CC(NC(=O)c1ccc(S(=O)(=O)N(C)C)cc1)c1ccc(-n2ccnc2)cc1 (configuration not stated) | 5 | 10 | 3 | 6 | -1 | 0.3 | -8 | 0 | 4 | 0 | -2
COc1cccc(NC(=O)CSc2nncn2N)c1 | 0 | -4 | -2 | 8 | 5 | -1.0 | 0 | 1 | -15 | 4 | 3
COc1ccc([N+](=O)[O-])cc1NC(=O)CCN1CCN(c2ccccc2OC)CC1 | -4 | -12 | -13 | 1 | 6 | 3.4 | 15 | 4 | 2 | -3 | -14
CC1(C(=O)NCc2ccc(F)cc2)Oc2ccccc2NC1=O (configuration not stated) | -9 | 8 | -2 | 7 | -16 | -0.8 | 2 | 1 | -13 | 6 | 1
Cc1ccc(-n2ncc3c2CC(C)(C)CC3NC(=O)Cc2c(C)noc2C)cc1 (configuration not stated) | 6 | 0 | 2 | 14 | 28 | -0.3 | 38 | 4 | -32 | -14 | -10
Cc1cc(NC(=O)CSc2nnc(-c3ccncc3)n2N)ccc1Br | 10 | 7 | -8 | 5 | 2 | -2.5 | -16 | -2 | -3 | -8 | -14
Cn1cc(C=O)c(-c2ccc3c(c2)OCCCO3)n1 | -46 | -57 | -12 | -115 | 6 | -0.6 | -67 | 1 | -4 | -53 | -14
CC(C)OC(=O)CC1C(=O)NCCN1C(=S)NC(=O)c1ccccc1Cl (configuration not stated) | -11 | 7 | 6 | 7 | 4 | -0.7 | 8 | 2 | -2 | -2 | 2

A draw from above in order of count of non-hydrogen atoms, lowest first.
SMILES | TRPM1 prom inh | HIF-2a block | EBV LMP1 NFkB | Peg3 promoter | CF NFkB inh | iPSC survival up | Shn3 inh set2 | NR2E3 ag-1 | TRAIL sens C8 | NR2E3 ag-2 | KKLEB tox
S=C(S)N1CCCC1 | -11 | 9 | 3 | 4 | 2 | -0.9 | 1 | 3 | 13 | -16 | 11
O=C(OCC(=O)N1CCc2ccccc21)c1ccccc1F | 1 | -25 | -5 | -224 | -26 | -0.5 | -1 | -3 | -10 | -11 | 3
O=[N+]([O-])c1cnc(Nc2ccccc2)nc1Nc1ccccc1 | 0 | -2 | -5 | 11 | 10 | -0.1 | 9 | -1 | 10 | 12 | 1
COc1cccc(Nc2nnc(SCc3nc4ccccc4s3)s2)c1 | -5 | -231 | -33 | -234 | -29 | -1.6 | -84 | 0 | 2 | -119 | 14
O=C(Nc1c[nH]c2c(Cl)cccc2c1=O)N1CCN(c2ccccn2)CC1 | -20 | -114 | -8 | -54 | -7 | 0.0 | -2 | x | 11 | -33 | -2
COc1cc(CN2CCCC(CO)(Cc3cccc(Cl)c3)C2)cc(OC)c1O (configuration not stated) | -6 | 13 | -5 | 7 | 0 | 0.1 | -4 | 1 | 18 | -7 | 2
CC1CCN(C(=O)c2ccc(S(=O)(=O)Cc3cccc(F)c3)c([N+](=O)[O-])c2)CC1 | 47 | 22 | -2 | 33 | 37 | -1.8 | 19 | -4 | 4 | -14 | -19
CCSc1nnc(-c2sc3nnc(-c4ccccc4)c(-c4ccccc4)c3c2N)o1 | -2 | -8 | 2 | -6 | -3 | 1.2 | 26 | 7 | -14 | 11 | -9
COc1cc(/C=C2/SC(=S)N(c3c(C)n(C)n(-c4ccccc4)c3=O)C2=O)ccc1O | -11 | 3 | -45 | 9 | -22 | 2.1 | 10 | 1 | -3 | 22 | 11

The list goes on:
SMILES | TRPM1 prom inh | HIF-2a block | EBV LMP1 NFkB | Peg3 promoter | CF NFkB inh | iPSC survival up | Shn3 inh set2 | NR2E3 ag-1 | TRAIL sens C8 | NR2E3 ag-2 | KKLEB tox
CCn1c(SC)nnc1-c1nn(-c2ccccc2)ccc1=O | -1 | 24 | 5 | 4 | -21 | -0.4 | -16 | -3 | -14 | 8 | -6
O=C(Nc1ccc(N2CCN(C(=O)c3ccc(Cl)cc3)CC2)cc1)c1ccc(Br)o1 | -5 | -17 | 6 | -16 | 8 | 4.5 | 29 | 3 | -8 | 16 | -3
Cc1cc(NC(=O)CSc2nnc(Cc3ccccc3)n2C)no1 | 11 | 12 | 3 | 11 | 1 | -3.8 | -18 | 1 | -21 | -20 | 2
COc1cc(NC(=S)NCCCN2CCOCC2)c(OC)cc1NC(=O)c1ccco1 | -4 | 2 | 16 | 15 | -5 | 0.5 | 1 | 4 | -5 | -3 | 2
O=C(NC(NC(=S)Nc1cccc(C(=O)O)c1)C(Cl)(Cl)Cl)OCc1ccccc1 (configuration not stated) | -3 | 26 | 5 | 13 | 8 | 5.3 | -13 | -2 | -8 | -21 | 9
CCc1ccc(C(=O)NNC(=O)c2cccc(S(=O)(=O)N3CCN(C)CC3)c2)cc1 | -4 | 3 | -2 | 3 | -11 | -0.2 | -25 | x | 3 | -25 | 10
O=C(NCCOc1ccccc1F)C1CC(=O)N(c2ccc3c(c2)OCCO3)C1 (configuration not stated) | 0 | 5 | 8 | -11 | -24 | -1.1 | -111 | 0 | 15 | -10 | 23
N=c1c[n+](N2CCOCC2)[n-]o1 | 1 | -11 | 3 | -9 | 2 | -0.4 | 10 | 7&0 | -1 | 1 | -3
CC(C)Oc1ccc(/C=C(\NC(=O)/C=C/c2ccco2)C(=O)NCCc2nc3ccccc3[nH]2)cc1 | 6 | 9 | -4 | 17 | -16 | 1.2 | -2 | 0 | -11 | -10 | -4
O=C(COC(=O)c1ccco1)Nc1ccc2c(c1)OCCO2 | -5 | -13 | 0 | 17 | 4 | -1.6 | 2 | 0 | 2 | -3 | 3
CN(C(=O)Nc1ccc(Cl)cc1Cl)C1CCCC1 | -77 | -228 | -22 | -240 | 15 | -1.3 | -65 | -1 | 0 | -75 | 11
COc1ccc(-n2nc(C(=O)Nc3ccc4c(c3)OCO4)c3c4ccccc4n(C)c3c2=O)cc1 | 1 | 4 | 2 | 11 | -21 | -0.9 | x | 1 | -9 | -23 | 6
